TDP1 inh: blocks human tyrosyl-DNA phosphodiesterase 1 | Q9NUW8 | recombinant TDP1, AlphaScreen DNA substrate cleavage | Potency, µM (series often up to 130 µM), inactives show at the highest dose activity change, negative = inhibition, actives largely listed as inhibitors | hit rate 0.28% among 350,000 | AID 485290; further: nearly all actives have a fitted effect of over 40% in size
Target sequence (Q9NUW8 whole entry, looked up): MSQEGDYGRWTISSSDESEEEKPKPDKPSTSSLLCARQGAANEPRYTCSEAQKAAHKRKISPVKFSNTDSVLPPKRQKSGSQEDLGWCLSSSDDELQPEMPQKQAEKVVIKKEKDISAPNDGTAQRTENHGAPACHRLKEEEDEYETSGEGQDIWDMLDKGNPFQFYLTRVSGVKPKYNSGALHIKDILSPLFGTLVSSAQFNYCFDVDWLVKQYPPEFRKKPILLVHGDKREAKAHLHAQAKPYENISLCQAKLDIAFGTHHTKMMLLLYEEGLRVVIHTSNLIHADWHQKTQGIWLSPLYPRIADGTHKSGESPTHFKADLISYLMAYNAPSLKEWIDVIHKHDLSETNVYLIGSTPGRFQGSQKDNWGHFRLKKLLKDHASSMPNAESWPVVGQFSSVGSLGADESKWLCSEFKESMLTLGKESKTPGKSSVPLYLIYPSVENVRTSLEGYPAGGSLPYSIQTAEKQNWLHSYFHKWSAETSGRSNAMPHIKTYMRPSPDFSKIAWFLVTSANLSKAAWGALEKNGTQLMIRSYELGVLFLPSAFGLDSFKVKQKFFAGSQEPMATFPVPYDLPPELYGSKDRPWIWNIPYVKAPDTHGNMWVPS
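AlphaScreen read-out: signal falls as enzyme removes the 3' tyrosine-FITC from a 5'-biotinylated DNA oligo (15 nM, 5 min, RT). Enzyme was E. coli-made recombinant Tdp1 at 1 nM, exposed to compound for 15 min beforehand; beads 10 ug/ml, 10 min.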
DT40 TDP1 no CPT: qHTS for Inhibitors of human tyrosyl-DNA phosphodiesterase 1 (TDP1): qHTS in cells in absence of CPT. hit rate 15% among 420,000. DT40 Tdp1-/- hTDP1 cells, no CPT, ATP luminescence, 48 h. Potency, µM (doses to about 46.2 µM), for inactives: at the highest dose activity change, negative = growth inhibition, hits mostly inhibitors; further: nearly all actives have a fitted effect of over 55% in size
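DT40 Tdp1-/-;hTDP1 cells, no CPT (DMSO vehicle only), 400 cells/well; compounds pin-transferred; ≥48 hr, 37 °C; CellTiter-Glo 30 min RT dark, luminescence read.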
N370S GC mod: inhibits or activates N370S mutant glucocerebrosidase | P04062 | Potency, µM (top dose mostly 59.4 µM), for the others: at the top dose activity change, negative = inhibition, actives largely listed as inhibitors | N370S GC spleen homogenate, 4MU-glucoside fluorescence | hit rate 0.092% among 330,000;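 further: 0% = full enzyme activity and -100% = no enzyme basal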
* = called active by the depositor; u = inconclusive; x = not tested or not shown; & = joins results of further samples; [ ] = another dose, or the depositor's remark. The call rests on the fitted dose curve; in most records, active means well fitted curve in the direction sought with a large enough effect; inconclusive means small, poorly fitted or top-dose-only effect, or another doubt; inactive means no such curve, though single readings can be large; an effect the other way counts as inactive or inconclusive. Unless noted, on the % scale 0 is the no-effect control and ±100 the full control effect; potency means the concentration at half of the fitted maximal effect.

The line under a structure holds: N370S GC mod, TDP1 inh, DT40 TDP1 no CPT
COCc1[nH][nH]c(=O)c1C=Nc1ccc(F)cc1F
  -1%, -2%, 1%
CN(C)CCOC(=O)NCC12CC3CC(CC(C3)C1)C2
  -9%, x, -23%
N#CCCn1cc(C=C(C#N)C#N)c(-c2ccc(-c3ccccc3)cc2)n1
  6%, 6%, u
COC(=O)CCC(=O)NS(=O)(=O)c1ccc(N=NN2CCOCC2)cc1
  -14%, 0%, -4%
O=S(=O)(NCC(c1ccco1)N1CCc2ccccc2C1)c1ccc(F)cc1 (stereo not drawn)
  -4%, 0%, u
Cc1ccc(N(CC(=O)O)C2SC(=O)NC2=O)cc1 (stereo not drawn)
  -2%, 3%, -9%
COc1ccc(NC(=O)c2nnn(CC(=O)Nc3cccc(C)c3C)c2N)c(OC)c1
  x, 2%, -9%
O=S(=O)(c1ccccc1C(F)(F)F)N1CCN(CC(O)COc2ccccc2F)CC1 (stereo not drawn)
  -15%, x, u
COCc1cc(Sc2ccc(OC)cc2)nc(-c2ccccc2)n1
  -11%, -10%, -25%
Cc1ccc(S(=O)(=O)Nc2cccc3c2O[C@H](CN(C)C(=O)Nc2cccc4ccccc24)[C@H](C)CN([C@H](C)CO)C3=O)cc1
  x, 2%, 21µM*
Cc1c(Cl)cccc1Nc1nn2c(=O)c3ccccc3nc2s1
  x, -9%, u
O=C(Nc1nc(-c2ccccn2)cs1)C1CCCC1
  -9%, 9%, 5.2µM*
COC(=O)c1ccccc1NC(=S)NC(NC(=O)c1ccco1)C(Cl)(Cl)Cl (stereo not drawn)
  23%, 6%, -21%
Clc1cccc(N/N=C/c2ccc(N3CCOCC3)cc2)c1
  -3%[12.8 µM], 9%, 4%
c1ccc(-c2ccc(CNC3CC3)cc2)cc1
  -3%, x, 0%
CC1CCN(S(=O)(=O)c2ccc(C(=O)Nc3nnc(-c4ccncc4)o3)cc2)CC1
  4%, 8%, u
COc1ccc(Cc2nc3ccc(C(=O)N(C)Cc4nccs4)cc3o2)cc1OC
  -6%, 1%, u
Cc1ccc(S(=O)(=O)N(CC(=O)Nc2ccc3c(c2)OCO3)c2cc(Cl)cc(Cl)c2)cc1
  x, 0%[12.3 µM], u
O=C(NNC(=O)c1ccccc1[N+](=O)[O-])c1cnccn1
  -5%, 9%, 0%
CCOc1ncccc1C(=O)NNC(=O)c1ccc(NS(=O)(=O)c2cccs2)cc1
  -9%, -8%[0.505 µM], 0%
c1ccc(Nc2nc3ccccc3o2)cc1
  21%, 4%, -8%
CC1CCc2c(sc(NC(=O)c3ccc(N4C(=O)CCC4=O)cc3)c2C(N)=O)C1 (stereo not drawn)
  x, 2%, 0%
CC(C)c1nnc(NC(=O)CCS(=O)(=O)Cc2ccccc2)s1
  -19%, -8%, -19%
CCCCNC(=S)N/N=C/c1cccc(OCC)c1O
  0%, 5%, 2.1µM*
O=C(Nc1ccc(N2CCCCC2)cc1)c1cncc(Br)c1
  -17%, -2%, u
Cc1nn(CC(=O)N/N=C/c2ccc3c(c2)OCO3)c(C)c1Br
  -2%, 0%, -22%
O=C1C=C(c2cccc(Br)c2)C[C@@H](c2ccc3c(c2)OCO3)C1
  x, 3%, 23µM*
O=C(COc1ccc2c(c1)C(=O)CC1(CCCCC1)O2)NCc1ccccn1
  14%, 7%, u
Fc1ccc(N2CCN(C3=Nc4cccc5cccc3c45)CC2)cc1
  -20%, 6%, 16µM*
O=C1/C(=C/c2cccc3ccccc23)CCCc2ccccc21
  8%, 2%, -26%

Ordered by SMILES length (smallest number first): part of the list above
The line under a structure holds: N370S GC mod, TDP1 inh, DT40 TDP1 no CPT
c1ccc(Nc2nc3ccccc3o2)cc1
  21%, 4%, -8%
c1ccc(-c2ccc(CNC3CC3)cc2)cc1
  -3%, x, 0%
O=C(Nc1nc(-c2ccccn2)cs1)C1CCCC1
  -9%, 9%, 5.2µM*
COCc1[nH][nH]c(=O)c1C=Nc1ccc(F)cc1F
  -1%, -2%, 1%
O=C1/C(=C/c2cccc3ccccc23)CCCc2ccccc21
  8%, 2%, -26%
Fc1ccc(N2CCN(C3=Nc4cccc5cccc3c45)CC2)cc1
  -20%, 6%, 16µM*
COC(=O)CCC(=O)NS(=O)(=O)c1ccc(N=NN2CCOCC2)cc1
  -14%, 0%, -4%
O=S(=O)(NCC(c1ccco1)N1CCc2ccccc2C1)c1ccc(F)cc1 (stereo not drawn)
  -4%, 0%, u
O=C1C=C(c2cccc(Br)c2)C[C@@H](c2ccc3c(c2)OCO3)C1
  x, 3%, 23µM*
O=S(=O)(c1ccccc1C(F)(F)F)N1CCN(CC(O)COc2ccccc2F)CC1 (stereo not drawn)
  -15%, x, u
Cc1ccc(S(=O)(=O)N(CC(=O)Nc2ccc3c(c2)OCO3)c2cc(Cl)cc(Cl)c2)cc1
  x, 0%[12.3 µM], u
Cc1ccc(S(=O)(=O)Nc2cccc3c2O[C@H](CN(C)C(=O)Nc2cccc4ccccc24)[C@H](C)CN([C@H](C)CO)C3=O)cc1
  x, 2%, 21µM*

The list goes on.
The line under a structure holds: N370S GC mod, TDP1 inh, DT40 TDP1 no CPT
CCCC(=O)Nc1cc(C(F)(F)F)ccc1N1CCOCC1
  10%, 8%, -2%
CCCCOC(=O)Nc1cc(C)c(Cl)cc1OC
  7%, -5%, -4%
Cc1ccc(NC(=O)c2ccnc(C(C)(C)C)c2)cc1
  7%, -8%, -27%
CCN(CC)CCCNC(=O)c1nn(C)c2c1CS(=O)(=O)c1ccccc1-2
  x, 3%, 1%
CCOC(=O)c1csc(NC(=O)CN2CCOCC2)n1
  -12%, x, -12%
CC1CCN(S(=O)(=O)c2cnc[nH]2)CC1
  18%, 5%, 1%
O=C(c1cccc(C(F)(F)F)c1)C1CCCN(Cc2cccc(OCCO)c2)C1 (stereo not drawn)
  -12%, x, 10µM*
O=C(O)C1C2C=CC(C3CC23)C1C(=O)O (stereo not drawn)
  -8%, x, 3%
O=C(Nc1ccccc1N1CCOCC1)c1ccc(OCc2cscn2)cc1
  0%, -4%, u
CS(=O)(=O)N1CCCC(C(=O)Nc2ccc(F)cc2F)C1 (stereo not drawn)
  8%, -5%, 12%
Cc1cc(C)n2nc(SCc3ccc(C#N)cc3)nc2n1
  -3%, x, -4%
COC(=O)c1cccc(C23CC4(C2)[C@H](CN(CC2CCCCC2)[C@@H]4c2ccccc2)C3c2ccc(Cl)nc2)c1 (stereo partly drawn)
  -12%, 10%, x
CCC(=O)c1ccc(OCC(=O)OCC(=O)NCc2cccs2)cc1
  -21%, -15%, -24%
CCNc1nc(NCC)n2c(SCC(=O)Nc3ccccc3F)nnc2n1
  -4%, x, -7%
COc1ccccc1Cn1c(=S)[nH]c2cc(C(=O)N3CCC(C(N)=O)CC3)ccc2c1=O
  -9%, 4%, 14%
CCCN(C(=O)CSc1nnnn1C)C1CCS(=O)(=O)C1 (stereo not drawn)
  6%, 4%, 0%
Cc1ccc(NC(=S)N2CCN(S(C)(=O)=O)CC2)cc1
  -4%, 8%[56.1 µM], 7%
Cc1c(C(=O)N2CCCCC2)c(S(=O)(=O)Nc2ccc(F)cc2F)c(C)n1C
  0%, 6%, 18%
CCOC(=O)c1c(C(=O)OCC)c(C)n(CCc2ccc(OC)c(OC)c2)c1C
  -25%, 5%, u
COc1ccc(CCCc2n[nH]c(=S)n2C)cc1C
  8%, 8%, -12%
O=C(CSc1nc(-c2ccccc2)nc2c1Cc1ccccc1O2)N1CCCCC1
  x, 1%, 12µM*
CC(C)Sc1cc(N2CCOCC2)nc(-c2ccc(Cl)cc2)n1
  10%, 0%, u
COc1ccc(N2C(=O)CSCC2=O)cc1OC
  2%, 5%, -1%
COc1ccc(C2CCN(Cc3cccnc3)CC2O)cc1 (stereo not drawn)
  -10%, 1%, -12%
Cc1cccc(Cn2c(SCc3ccc(C(=O)NCc4cccs4)cc3)nc3ccncc32)c1
  x, 8%, 23µM*
COc1ccc(C)cc1NS(=O)(=O)c1cc(Br)cc2c1N(C(C)=O)C(C)C2 (stereo not drawn)
  x, 9%, 18µM*
COc1cccc(CN(C)C(=O)CNC(=O)c2ccc(-c3ccccc3)cc2)c1OC
  8%, -6%, u
COc1ccc(CNC(=O)c2sc3nc4n(c(=O)c3c2C)CCCC4)cc1
  x, 6%, u
CCOC(=O)c1nc2cc3n(c(C)c-2c1C)C(C)C(C)=C3C (stereo not drawn)
  1%, 2%, 13µM*
CCOc1ccc(N2C(=O)S/C(=C\c3ccc(O)c(OC)c3)C2=O)cc1
  -5%, x, -22%

(listing goes on)
The line under a structure holds: N370S GC mod, TDP1 inh, DT40 TDP1 no CPT
Cc1cc(C)cc(NC(=O)c2cccc3c2C(=O)N(C2CCCCC2)C3)c1
  u, 0%&0%, 29%&0%
CCc1ccccc1NC(=S)N(Cc1cccnc1)Cc1ccco1
  -2%, 6%, u
COc1cccc(C(=O)NC(=S)N2CCN(c3ccc(C(F)(F)F)cc3[N+](=O)[O-])CC2)c1
  3%, 8%, u
CCCCn1c(N)c(N(CCC(C)C)C(=O)C2CCCN(C(=O)c3ccc(Cl)cc3)C2)c(=O)[nH]c1=O (stereo not drawn)
  0%, -12%, 0%
CC(C)n1ncc2c(C(=O)NCc3ccccc3CN(C)C)cc(C3CC3)nc21
  x, 1%, u
CN(C(=O)CSc1nnc(NCc2ccccc2)s1)C1CCS(=O)(=O)C1 (stereo not drawn)
  2%, 0%, -3%
Cc1ccccc1OCc1nnc(SCC(=O)NCc2ccccc2)n1C
  3%, 1%, u
O=C(Cn1c(=O)n(Cc2ccc(Cl)cc2)c(=O)c2cccnc21)Nc1ccccc1C(F)(F)F
  x, 0%, u
Cc1cc2n(n1)C(c1ccc(N(C)C)cc1)Nc1ccccc1-2 (stereo not drawn)
  18%, -8%, u
O=C1CC(CCC(=O)NC2CC2)c2ccccc2N1 (stereo not drawn)
  6%, 0%, -5%
COc1cc(N)c(Br)cc1C(=O)O
  -16%, 5%, -1%
CN(C)C1=NC(=O)/C(=C\c2ccccc2)S1
  u, -5%, u
O=C(c1ccco1)N1CCC2(CCN(Cc3cc(C(F)(F)F)cc(C(F)(F)F)c3)CC2)CC1
  -4%, x, u
Cc1cccc(C)c1NC(=O)N1CC=C(n2c(=O)[nH]c3ccccc32)CC1
  u, -1%, 21µM*
C/C(=N/N=C/c1ccccc1O)c1ccccc1O
  -3%, x, 13%
COc1cccc(CN(C(=O)c2cccc(C)c2)C2CCS(=O)(=O)C2)c1 (stereo not drawn)
  x, -2%, 1%
N#Cc1c(-c2ccccc2)nc2n1CCS2
  4%, 4%, u
Cc1ccc(-c2nnn3c2nc(NCCc2ccc(S(N)(=O)=O)cc2)c2ccccc23)cc1
  0%, 3%, u
COc1ccccc1CCNC(=O)c1ccoc1C
  4%, 3%, -19%
CCC(Sc1nc(N)c(NC(=O)c2ccc(OC)cc2)c(=O)[nH]1)C(=O)O (stereo not drawn)
  3%, 0%, 2%
O=c1[nH]c(CN(CCc2ccccc2)S(=O)(=O)c2ccc(Cl)cc2)nc2ccccc12
  3%, 6%, u
COc1ccc2cc(C(N)=O)c(=Nc3ccccc3)oc2c1
  -12%, 0%, 15µM*
Cc1ccc(S(=O)(=O)NCCS(=O)(=O)N2CCN(c3ccccc3)CC2)cc1
  -12%, 1%&4%, u
O=C(C1CC1)N1CCC(Oc2cccc(C(=O)N3CCCCC3CCO)c2)CC1 (stereo not drawn)
  -6%, 7%, 11%
COc1ccc(CCNc2oc(-c3ccco3)nc2C#N)cc1
  6%, 2%, u
O=C(CNC(=O)c1ccco1)OCc1ccc(Br)cc1
  -2%, 3%, 21%
COCCNCC(=O)Nc1ccc(C)c(S(=O)(=O)N2CCCCC2)c1
  3%, -3%, -3%
O=C1CC(c2nnc(Cc3ccc(Cl)cc3)o2)CN1c1ccccc1 (stereo not drawn)
  x, 0%[12.3 µM], u
Cc1ccccc1N(CC(=O)NCc1ccncc1)S(C)(=O)=O
  -6%, 8%, -25%
CCN(CC)c1nn2c(=O)c(C(=O)NCc3ccc(N(C)C)cc3)cnc2s1
  x, -2%, -22%

As entered above.
Cc1ccccc1OCc1nnc(SCC(=O)NCc2ccccc2)n1C @ TDP1 inh = 1%
Cc1cc2n(n1)C(c1ccc(N(C)C)cc1)Nc1ccccc1-2 (stereo not drawn) @ N370S GC mod = 18%

Screens as filed in PubChem.

Only part of the results is shown, so the mix of outcomes need not match the whole.
